human PMI inhibition: inhibitors of human PMI, primary screen, biochemical, fluorescence intensity, coupled assay (AID 1209). Mannose-6-phosphate isomerase (Homo sapiens). purified PMI enzyme, coupled fluorescence intensity; higher % means a stronger effect. one-dose inhibition, % at 20 µM; IC50 in µM for titrated hits. 190,000 compounds, 0.42% hits;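 further: plate controls were DMSO vehicle for no effect and wells lacking substrate for full effect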
K1F lysis inhibition: inhibition of K1F phage lysis, E. coli UTI89, bacterial capsule biogenesis inhibitors, alamar blue (AID 488966). E. coli UTI89 K1F phage lysis, alamar blue, 2 h; higher % means a stronger effect. inhibition, % at 100 µM, or IC50 in µM where a hit was titrated. 340,000 compounds, 0.02% hits;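 active means phage lysis inhibition, versus mean bacterial control, above a set limit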;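 further: capsule biogenesis inhibitors block K1F phage lysis so surviving cells raise fluorescence; higher fluorescence means more inhibition of phage lysis; actives were called in the ten point dose series up to 300 µM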
Lipid droplet: inhibitors of hepatocyte lipid droplet formation, primary screen, imaging, high-throughput imaging, BODIPY stain. AML12 mouse hepatocytes, oleate lipid droplets. inhibition, % at 6.5 µM. 240,000 compounds, 0.4% hits. AID 1656, 2009;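 active means lipid droplet intensity inhibited by at least 50%, with more than 500 cells counted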
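Material – mouse AML12 hepatocyte cell line, fixed after treatment · Compound dosing – one dose, 6.5 µM compound · Times – compound with oleate, overnight · Measured by – Image-based BODIPY and DAPI two-channel analysis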
human PMI inhibitors: human PMI inhibitors, high substrate, primary screen, biochemical, fluorescence intensity, high mannose 6-phosphate (AID 1220); recombinant PMI enzyme, coupled fluorescence intensity; higher % means a stronger effect; one-dose inhibition, % at 20 µM; IC50 in µM for titrated hits; 190,000 compounds, 0.66% hits
TNAP activation fold: human TNAP enzyme activators, primary screen, biochemical, luminescent, no phosphate acceptor, uHTS (AID 1001); Alkaline phosphatase, tissue-nonspecific isozyme (Homo sapiens); purified TNAP, luminescent activation assay, no phosphate acceptor; higher activation fold means a stronger effect; one-dose activation fold at 20 µM; EC50 in µM for titrated hits; 200,000 compounds, 0.03% hits; in the data active means activation fold from about 3, or a potency from the dose series; inactive means the rest, 99 in 100 with activation fold below about 1.6; further: many of its hits are not listed in these tables
SIAH1 antagonists: Siah-1 peptide-binding antagonists, primary screen, biochemical, fluorescence polarization, rhodamine-plectin, uHTS (AID 1817); E3 ubiquitin-protein ligase SIAH1 (Homo sapiens); Siah-1 / rhodamine-plectin peptide fluorescence polarization; higher % means a stronger effect; displacement, % at 20 µM, or IC50 in µM where a hit was titrated; 290,000 compounds, 0.02% hits;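 active means displacement of at least 50% at 20 µM, with a fluorescence ratio check between 0.3 and a set limit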;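 further: plate controls were Siah plus tracer with DMSO for no effect and tracer alone without Siah for full effect; strong numbers were not always called active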
XIAP displacement: XIAP antagonists, biochemical, IAP family, fluorescence polarization (AID 1018). XIAP BIR domain, fluorescence polarization peptide displacement; higher % means a stronger effect. displacement, % at 20 µM; hits with a dose series show IC50 in µM. 200,000 compounds, 0.007% hits; in the data active means displacement above about 50%; further: a part of the inactive calls stands beside numbers as strong as those of hits
M1AAP inhibition: P. falciparum M1AAP inhibitors, biochemical, fluorogenic H-Leu-NHMec substrate, 1536-well (AID 1445). one-dose inhibition, % at 30 µM; IC50 in µM for titrated hits. 220,000 compounds, 0.42% hits. recombinant M1AAP, H-Leu-NHMec fluorogenic kinetic assay; higher % means a stronger effect. Aminopeptidase N (Plasmodium falciparum (isolate 3D7));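 active means primary inhibition above the hit cutoff, then over 50% inhibition at one or more dose response concentrations, cut at about 23% in these data, passing the limit was not always enough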;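 further: plate controls were DMSO full reaction for no effect and no enzyme background for full effect; strong numbers were not always called active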
P. falciparum M17LAP: P. falciparum M17LAP inhibitors, primary screen, biochemical, fluorogenic H-Leu-NHMec substrate, 1536-well (AID 1619) | Leucine aminopeptidase (Plasmodium falciparum (isolate 3D7)) | recombinant M17LAP, H-Leu-NHMec fluorogenic kinetic assay; higher % means a stronger effect | inhibition, % at 30 µM, or IC50 in µM where a hit was titrated | 220,000 compounds, 0.38% hits;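 active means compound inhibiting the enzyme by more than half at any dose during confirmatory dose-response retesting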;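 further: plate controls were full reaction with DMSO carrier for no effect and no enzyme background for full effect; strong numbers were not always called active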
Lipid droplet cells 6.5 µM: recorded beside Lipid droplet, whose call it bears; cell count; measured here: cell count, cytotoxicity flag;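 cells counted across two imaged fields per well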
* hit, by the source's call; nt = no result given; [ ] = dose if it differs, or a comment. Unless noted, no stated cut-off is given here; in the data, active means inhibition above about 50%; inactive means the rest.

1. CCC(CC)C(=O)Nc1cc(=O)n(C)c(=O)n1C
2. COc1ccc(CCCc2nnc(SCc3nc4ccccc4c(=O)[nH]3)n2C)cc1
3. COC(=O)/C(C#N)=C/c1c(-c2ccccc2)nc2n1CCS2
4. Nc1nnc(SCc2ccccc2Cl)s1
5. CCCCOC(=O)C(C)c1c(C)[nH]c(=S)[nH]c1=O (stereo not given)

Compound	1	2	3	4	5
K1F lysis inhibition	-0.9%	-1.7%	-0.6%	4.1%	0.0%
M1AAP inhibition	3%	13%	21%	2%	-1%
Lipid droplet cells 6.5 µM	nt	716	751	805	nt
TNAP activation fold	1.1	1.2	nt	1	1.1
SIAH1 antagonists	-4%	0%	0%	0%	-1%
P. falciparum M17LAP	6%	9%	0%	3%	8%
Lipid droplet	nt	-18	-7	-3	nt
human PMI inhibitors	-10%	-1%	nt	0%	9%
human PMI inhibition	-2%	-4%	nt	2%	7%
XIAP displacement	-0.4%	-0.9%	nt	-6.7%	-6.6%

6. CCC(C)(C)NC(=O)C(c1ccco1)N(C(=O)Cn1nnc2ccccc21)c1ccc2c(c1)OCO2 (stereo not given)
7. COc1ccc(NC(=O)NCCN2CCc3ccccc3C2)cc1
8. Fc1ccc(-c2nn(-c3ccccc3)cc2CNCc2ccccc2)cc1
9. COc1ccc(CCN(C)c2ccc(C(N)=O)cc2[N+](=O)[O-])cc1OC
10. Cn1cc([N+](=O)[O-])c(C(=O)Nc2cc(Oc3ccccc3)cc([N+](=O)[O-])c2)n1

Compound	6	7	8	9	10
K1F lysis inhibition	-0.5%	-0.2%	nt	-0.4%	3.9%
M1AAP inhibition	3%	1%	1%	11%	0%
Lipid droplet cells 6.5 µM	530	722	682	674	607
TNAP activation fold	1.1	1	1.1	1	0.9
SIAH1 antagonists	2%	10%	-2%	-2%	18%
P. falciparum M17LAP	2%	23%	-2%	3%	-7%
Lipid droplet	-2	19	0	-6	-4
human PMI inhibitors	9%	7%	6%	6%	1%
human PMI inhibition	17%	11%	7%	6%	7%
XIAP displacement	-1.9%	-5.4%	0.0%	-6.9%	-3.2%

11. Cc1ccccc1-n1c(-c2ccoc2C)n[nH]c1=S
12. O=C(Cc1ccccc1)N/N=C/c1ccc(OCC(=O)Nc2ccccc2)cc1
13. CC(=O)Nc1cc(C(F)(F)F)ccc1Oc1cccc(Br)c1
14. CNC(=O)NC(=O)CSc1ccc(NC(C)=O)cc1
15. CN1CCN(C(=S)NC(=O)c2ccc(Br)cc2)CC1

Compound	11	12	13	14	15
K1F lysis inhibition	-1.1%	10%	-0.5%	0.6%	nt
M1AAP inhibition	-1%	-2%	4%	1%	1%
Lipid droplet cells 6.5 µM	705	634	nt	nt	661
TNAP activation fold	1	1.2	1.1	1.1	nt
SIAH1 antagonists	1%	15%	-2%	-2%	-7%
P. falciparum M17LAP	-7%	-14%	-14%	0%	5%
Lipid droplet	-4	30	nt	nt	-14
human PMI inhibitors	13%	11%	0%	3%	nt
human PMI inhibition	0%	8%	-2%	1%	nt
XIAP displacement	-4.9%	-3.2%	-2.7%	-4.7%	nt

16. Cc1nn(CC(=O)Nc2ccccc2)c(=O)c2ccccc12
17. CN(C)S(=O)(=O)c1ccc(C(=O)OCC(=O)c2ccc(OC(F)F)cc2OC(F)F)cc1
18. CCOC(=O)N1CCC(=NNC(N)=O)CC1
19. Cc1ccccc1NC(=O)Cn1c(O)c(N=NC(=O)c2ccccc2O)c2ccccc21
20. COc1ccccc1N1CCN(S(=O)(=O)c2ccc(-n3cnnn3)c(C)c2)CC1

Compound	16	17	18	19	20
K1F lysis inhibition	-0.2%	3.0%[50 µM]	0.6%	2.4%[50 µM]	4.1%
M1AAP inhibition	-1%	2%	0%	-9%	-7%
Lipid droplet cells 6.5 µM	657	nt	647	722	660
TNAP activation fold	1.1	1	1	0.9	1.2
SIAH1 antagonists	0%	2%	-5%	-3%	-4%
P. falciparum M17LAP	20%	-1%	5%	-2%	26%
Lipid droplet	4	nt	-17	16	-1
human PMI inhibitors	5%	7%	1%	-6%	3%
human PMI inhibition	3%	3%	0%	3%	17%
XIAP displacement	-3.1%	0.5%	-1.6%	-4.5%	-0.8%

Single entries from the list.
no. 17 in human PMI inhibitors has 7%
no. 19 in Lipid droplet has 16
no. 16 in TNAP activation fold has 1.1
no. 20 in K1F lysis inhibition has 4.1%
no. 18 in human PMI inhibitors has 1%

Next structures follow.
21. O=C(O)C1=C[C@@H](C2CCCCC2)C[C@@H](OCCCCO)O1
22. O=C(Nc1ccc(F)cc1)c1ccc2nsnc2c1
23. O=c1c2ccccc2oc2ncccc12
24. O=C(Nc1ccc(F)cc1F)c1cncc(Br)c1
25. CCOC(=O)c1oc2cc(C)cc(O)c2c(=O)c1-c1csc(C)n1

Compound	21	22	23	24	25
K1F lysis inhibition	0.0%	-1.2%[50 µM]	0.4%	0.7%	0.1%
M1AAP inhibition	-2%	0%	5%	0%	7%
Lipid droplet cells 6.5 µM	734	724	797	687	738
TNAP activation fold	1	nt	1.1	1.1	1.1
SIAH1 antagonists	4%	-2%	-1%	2%	1%
P. falciparum M17LAP	1%	13%	4%	-1%	15%
Lipid droplet	-2	-15	8	3	-5
human PMI inhibitors	0%	nt	10%	15%	-2%
human PMI inhibition	-1%	nt	13%	9%	6%
XIAP displacement	-4.2%	nt	-7.9%	-17%	-1.3%

26. Clc1c(CSc2nc3ccccc3o2)nc2ccccn12
27. Cc1ccc(F)cc1NC(=O)C1CCN(c2cnccn2)CC1
28. CCCN1C(=O)/C(=C\C=C2/Sc3ccccc3N2CCO)SC1=S
29. COc1cccc(Nc2cc(C)nc3ccccc23)c1
30. COc1ccc(Cl)cc1NC(=O)C(OC)c1ccccc1 (stereo not given)

Compound	26	27	28	29	30
K1F lysis inhibition	4.7%	-0.1%	-0.5%	-1.2%	0.0%
M1AAP inhibition	1%	12%	10%	8%	2%
Lipid droplet cells 6.5 µM	749	nt	729	716	723
TNAP activation fold	1.1	1.1	0.7	1.1	1.1
SIAH1 antagonists	5%	0%	9%	5%	1%
P. falciparum M17LAP	7%	10%	4%	23%	1%
Lipid droplet	-2	nt	47	-14	-11
human PMI inhibitors	-2%	2%	10%	-11%	8%
human PMI inhibition	6%	1%	4%	-4%	1%
XIAP displacement	-6.1%	-1.5%	-7.2%	1.4%	-8.8%

31. CC(=O)Oc1ccc(-c2ccc(C(=O)O)cc2)cc1
32. Cc1ccc(Cl)cc1N1CCN(C(=O)c2cc3c(=O)n(C)c4ccccc4c3n2C)CC1
33. O=C(NCCN1CCOCC1)c1ccc([N+](=O)[O-])cc1[N+](=O)[O-]
34. O=C(Oc1ccc(N(C(=O)c2ccncc2)S(=O)(=O)c2cccs2)cc1)c1ccncc1
35. CCOc1ccc(-c2cc(N3C(=O)Nc4ccccc4N3O)on2)cc1

Compound	31	32	33	34	35
K1F lysis inhibition	0.1%	3.0%	0.2%	0.4%	-0.1%
M1AAP inhibition	5%	1%	8%	8%	2%
Lipid droplet cells 6.5 µM	655	nt	nt	749	779
TNAP activation fold	1.1	1	1.1	1.1	1.1
SIAH1 antagonists	3%	0%	0%	-5%	1%
P. falciparum M17LAP	7%	-9%	-3%	10%	25%
Lipid droplet	2	nt	nt	4	4
human PMI inhibitors	6%	10%	1%	15%	-3%
human PMI inhibition	5%	8%	4%	13%	-3%
XIAP displacement	-4.2%	-1.9%	-0.2%	-7.0%	-20%

36. O=C(/C=C/c1cccc([N+](=O)[O-])c1)n1cnc2ccccc21
37. COc1ccc(/C=N/Nc2nc(NCc3ccco3)nc(Nc3ccc(OC)cc3)n2)cc1
38. COc1cc(C2NC(=O)NC(C)=C2C(=O)OC(C)(C)C)ccc1OCC(N)=O (stereo not given)
39. COc1ccc(/C=C/C(=O)c2cc(Cl)cc(Cl)c2O)c(OC)c1
40. c1nnc(NC2=NCCCCC2)s1

Compound	36	37	38	39	40
K1F lysis inhibition	nt	5.0%	-0.5%	-0.5%	4.3%
M1AAP inhibition	-1%	3%	-1%	2%	4%
Lipid droplet cells 6.5 µM	681	679	762	781	661
TNAP activation fold	1.2	1.1	1.1	nt	1
SIAH1 antagonists	5%	-7%	2%	-1%	0%
P. falciparum M17LAP	6%	12%	0%	-5%	12%
Lipid droplet	-5	20	13	29	-8
human PMI inhibitors	9%	4%	2%	nt	10%
human PMI inhibition	6%	-1%	7%	nt	7%
XIAP displacement	-6.0%	0.9%	-0.9%	nt	-4.0%

41. CC(=O)NS(=O)(=O)c1cccnc1Nc1cccc(Cl)c1C
42. COc1ccc2oc(-c3ccco3)cc(=O)c2c1
43. COC(=O)c1ccc(/C=N/NC(=O)CC(=O)NCC(C)C)cc1
44. Nc1ccc(O)cc1C(=O)OCC(=O)C12CC3CC(CC(C3)C1)C2
45. O=C(CSc1nnc(C2CC2)n1-c1ccccc1)Nc1ccc(N2CCOCC2)cc1
46. CCN1CCCC1CNC(=O)c1ccccc1Cl (stereo not given)
47. CCCCOC(=O)/C=C\C(=O)NC(N)=O

Compound	41	42	43	44	45	46	47
K1F lysis inhibition	-4.2%	1.3%	0.0%	3.3%	-0.2%	0.3%	0.2%
M1AAP inhibition	3%	5%	2%	20%	-2%	-15%	5%
Lipid droplet cells 6.5 µM	734	668	635	nt	749	729	696
TNAP activation fold	1	1	1	1.1	1.2	1	nt
SIAH1 antagonists	-7%	-1%	1%	-14%	-6%	-2%	24%
P. falciparum M17LAP	-4%	-2%	-4%	12%	7%	-21%	4%
Lipid droplet	-5	1	-13	nt	-13	6	-5
human PMI inhibitors	-20%	-15%	16%	48%	-4%	0%	nt
human PMI inhibition	-21%	-21%	14%	7%	2%	-6%	nt
XIAP displacement	-2.6%	-8.4%	-12%	-5.0%	-7.8%	-4.7%	nt

4 entries from above, arranged by molar mass, low to high:
23. O=c1c2ccccc2oc2ncccc12
21. O=C(O)C1=C[C@@H](C2CCCCC2)C[C@@H](OCCCCO)O1
41. CC(=O)NS(=O)(=O)c1cccnc1Nc1cccc(Cl)c1C
25. CCOC(=O)c1oc2cc(C)cc(O)c2c(=O)c1-c1csc(C)n1

Compound	23	21	41	25
K1F lysis inhibition	0.4%	0.0%	-4.2%	0.1%
M1AAP inhibition	5%	-2%	3%	7%
Lipid droplet cells 6.5 µM	797	734	734	738
TNAP activation fold	1.1	1	1	1.1
SIAH1 antagonists	-1%	4%	-7%	1%
P. falciparum M17LAP	4%	1%	-4%	15%
Lipid droplet	8	-2	-5	-5
human PMI inhibitors	10%	0%	-20%	-2%
human PMI inhibition	13%	-1%	-21%	6%
XIAP displacement	-7.9%	-4.2%	-2.6%	-1.3%
